# Bioassay records from PubChem BioAssay.
# aGal spleen mod: inhibits or activates alpha-galactosidase in human spleen homogenate. Potency, µM (titrated, usually from 80 µM), inactives show top-dose activity change, negative = inhibition, usual class: inhibitors. human spleen homogenate, 4MU-alpha-Gal fluorescence, 40 min. 0.008% of 240,000 active. P06280. AID 2107;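 further: 0% = enzyme with vehicle and -100% = no enzyme basal signal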
# Target sequence (P06280 32-429 limits assumed): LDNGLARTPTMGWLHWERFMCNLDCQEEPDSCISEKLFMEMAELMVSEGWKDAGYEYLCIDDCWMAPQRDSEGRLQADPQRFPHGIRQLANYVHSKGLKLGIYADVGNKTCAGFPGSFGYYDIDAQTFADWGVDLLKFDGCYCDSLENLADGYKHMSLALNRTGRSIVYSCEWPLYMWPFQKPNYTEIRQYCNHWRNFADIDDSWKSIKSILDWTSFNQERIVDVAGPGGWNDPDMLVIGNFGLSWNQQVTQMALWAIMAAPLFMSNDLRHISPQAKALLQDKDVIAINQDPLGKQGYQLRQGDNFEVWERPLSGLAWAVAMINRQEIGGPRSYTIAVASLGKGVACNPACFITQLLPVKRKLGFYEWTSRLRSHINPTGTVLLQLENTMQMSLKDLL
#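 Human spleen homogenate (1 ug) was the enzyme source, with 4-methylumbelliferyl-alpha-D-galactopyranoside (1 mM final) in pH 5.0 citrate buffer with 0.01% Tween-20. Compounds were titrated; after 40 min at 37C, NaOH/glycine stop, 4-MU fluorescence read; AC50 from Hill fits.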
# TR SRC2 fluor cs: Texas Red fluorescence interference in TRb-SRC2 counter-screen; TRb/SRC2 Texas Red total fluorescence interference; AID 1479; Potency, µM (titrated, usually from 106 µM), for inactives: at the top dose fluorescence change, negative = quenching; 0.29% of 280,000 active; active means well fitted curve in either direction with a large enough effect; inconclusive means small, poorly fitted or top-dose-only effect
#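 Human TRβ ligand-binding domain (0.6 uM) and Texas Red SRC2 peptide (20 nM) in Tris buffer with 1 uM T3 and 5% DMSO were incubated with pinned compound for 5 hr at ambient temperature. Total fluorescence was computed as S + 2P (555/632 nm).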
# Tau fluor counter: counter-screen for tau fibril formation inhibitors. tau K18 P301L Alexa594 fluorescence, heparin fibrillization. Potency, µM (doses to about 57.7 µM), inactives show at the highest dose activity change, negative = decrease. 0.93% of 280,000 active; further: nearly all actives have a fitted effect of over 55% in size
#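 Human K18 P301L tau (15 uM unlabeled plus 0.24 uM Alexa 594-labeled, final) in 100 mM sodium acetate pH 7 was mixed with compound and 20 uM heparin and incubated 6 hr at 37 C.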
# Tau ThT inhib: tau fibrillization inhibition (ThT binding); recombinant tau K18 P301L (four-repeat tau fragment), heparin-induced fibrillization, ThT fluorescence; P10636; 2.1% of 270,000 active; Potency, µM (doses to about 57.4 µM), without a hit: at the highest dose activity, negative = inhibition, most hits filed as inhibitors; further: nearly all actives have a fitted effect of over 55% in size
# Target sequence (P10636 561-689 P618L limits assumed): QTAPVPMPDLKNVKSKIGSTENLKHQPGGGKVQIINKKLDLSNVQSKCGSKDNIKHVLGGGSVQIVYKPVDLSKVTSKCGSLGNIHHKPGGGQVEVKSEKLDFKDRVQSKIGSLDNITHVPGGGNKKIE
#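 In this qHTS, human K18 P301L tau is incubated with compound and heparin for 6 hr at 37 C, and Thioflavin T fluorescence then reports fibril load.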
# TRb SRC2 PPI: disrupts binding of human TR beta to SRC2; 0.065% of 280,000 active; TRbeta-SRC2 peptide binding, fluorescence polarization; receptor liganded with 1 µM T3; AID 1469; Potency, µM (titrated, usually from 106 µM), without a hit: at the highest dose activity change, negative = inhibition, usual class: inhibitors;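 further: plate controls were bound peptide for no effect and peptide without receptor for full effect; nearly all actives have a fitted effect of over 50% in size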
# Target sequence (P10828 whole entry, looked up): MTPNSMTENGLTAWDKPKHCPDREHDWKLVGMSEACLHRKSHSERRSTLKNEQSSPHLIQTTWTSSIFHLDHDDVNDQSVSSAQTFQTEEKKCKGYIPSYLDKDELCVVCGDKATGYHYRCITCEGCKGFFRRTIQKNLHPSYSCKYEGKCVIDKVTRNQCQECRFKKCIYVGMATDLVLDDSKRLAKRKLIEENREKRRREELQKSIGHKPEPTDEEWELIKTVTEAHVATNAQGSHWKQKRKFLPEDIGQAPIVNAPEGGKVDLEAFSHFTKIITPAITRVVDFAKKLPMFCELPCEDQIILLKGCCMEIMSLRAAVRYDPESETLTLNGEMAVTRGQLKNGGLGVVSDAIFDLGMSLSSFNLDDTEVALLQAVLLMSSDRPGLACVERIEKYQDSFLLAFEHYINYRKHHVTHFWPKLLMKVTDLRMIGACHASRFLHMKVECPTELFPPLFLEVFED
#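 Binding of a 20-amino-acid Texas Red SRC2 peptide (20 nM) to TRb ligand-binding domain (0.6 uM) with agonist T3 at 1 uM was followed by fluorescence polarization after a 5 hr room-temperature incubation.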
# Tau FP inhib: inhibitors of human tau fibril formation. 0.39% of 280,000 active. P10636. K18 P301L tau heparin fibrillization, Alexa594 FP, 6 h. Potency, µM (top dose mostly 57.7 µM), inactives show at the highest dose activity, negative = inhibition, most hits filed as inhibitors. AID 1468; further: nearly all actives have a fitted effect of over 55% in size
#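 Human tau K18 […] P301L fragment, 15 uM unlabeled plus 0.24 uM Alexa 594-labeled tau (final), with compound and 20 uM heparin in 100 mM sodium acetate pH 7; 6 hr at 37 C, then Alexa 594 FP read.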
# ALDH1A1 inh: blocks purified human ALDH1A1 activity; Purified ALDH1A1, NADH fluorescence, propionaldehyde substrate; Potency, µM (series often up to 75.3 µM), inactives show top-dose activity, negative = inhibition, usual class: inhibitors; AID 1030; 7.3% of 220,000 active; active means well fitted inhibition curve with a large enough effect, not every such curve was filed as active; inconclusive means small, poorly fitted or top-dose-only effect, or another doubt; inactive means no such curve, though single readings can be large or run the other way;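 further: plate controls were no enzyme wells and a reference inhibitor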
# L3MBTL1 block: L3MBTL1 (human) inhibition; Q9Y468; AlphaScreen L3MBTL1–H3K9me1 peptide binding; Potency, µM (titrated, usually from 57.1 µM), for inactives: at the highest dose activity, negative = inhibition, most hits filed as inhibitors; 0.66% of 230,000 active; further: nearly all actives have a fitted effect of over 60% in size
#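 Displacement of a biotinylated histone H3(1-15) peptide monomethylated at Lys9 (75 nM) from L3MBTL1 (50 nM) was measured by AlphaScreen after a 30 min room-temperature compound incubation; cefsulodin titration served as intraplate control.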
# * = called active by the depositor; ? = inconclusive; . = not tested or not shown; [ ] = dose if it differs, or a comment. Unless noted, the call rests on the fitted dose curve; in most records, active means well fitted curve in the direction sought with a large enough effect; inconclusive means small, poorly fitted or top-dose-only effect, or another doubt; inactive means no such curve, though single readings can be large; an effect the other way counts as inactive or inconclusive. Unless noted, on the % scale 0 is the no-effect control and ±100 the full control effect; potency means the concentration at half of the fitted maximal effect.
1: N#C/C(=C\c1sc(N2CCOCC2)nc1-c1ccccc1)C(=O)Nc1cccc2ccccc12
2: CCN(CC)S(=O)(=O)c1ccc(N2CCOCC2)c(NC(=O)C(=O)c2c(-c3ccccc3)cc3ccccn23)c1
3: COc1ccc(CC(C)N2CCN(Cc3ccccc3)CC2)c(OC)c1 (centres undefined)
4: O=c1c2c(nc3nc(Cc4ccccc4)[nH]n13)CCC2
5: COc1ccc(NC(=O)C2C3C=CC(C3)C2C(=O)O)cc1 (centres undefined)
6: O=C(NCc1ccc2c(c1)OCO2)c1ccc2c(c1)N(Cc1ccc(F)cc1)C(=O)c1ccccc1S2=O (centres undefined)

assay / entry	1	2	3	4	5	6
aGal spleen mod	4%	-1%	0%	-3%	-2%	.
TR SRC2 fluor cs	0%	0%	-2%	2%	-6%	-6%
Tau fluor counter	4%	-26%	-10%	3%	-6%	-24%
Tau ThT inhib	-13%	?	-15%	-4%	-4%	2%
TRb SRC2 PPI	2%	2%	2%	-8%	1%	-2%
Tau FP inhib	-14%	-6%	-4%	4%	0%	-11%
ALDH1A1 inh	0%	?	1%	-9%	.	.
L3MBTL1 block	2%	.	-5%	8%	3%	.

7: CN1c2cccc3cccc(c23)N(C)C1(C)C
8: COc1cccc(N2CCN(C(=O)CCc3c(C)nc4c(c3C)c(=O)n(C)c(=O)n4C)CC2)c1
9: Cc1ccc(C(=O)N/C(=C/c2cccs2)C(=O)N2CCCCC2)cc1
10: Cc1cc(C)cc(NC(=O)C(=O)NCC(c2cccnc2)N2CCOCC2)c1 (centres undefined)
11: Cc1ccc(-n2ccnc(NCc3cccs3)c2=O)cc1C
12: Nc1ccc(Cl)c(S(=O)(=O)Nc2cccc(Cl)c2)c1

assay / entry	7	8	9	10	11	12
aGal spleen mod	-8%	.	1%	.	.	-8%
TR SRC2 fluor cs	1%	-4%	-3%	?	-1%	-3%
Tau fluor counter	?	-14%	-6%	-7%	-30%	-9%
Tau ThT inhib	?	?	-6%	-8%	?	-7%
TRb SRC2 PPI	-24%	-6%	3%	-25%	7%	3%
Tau FP inhib	-6%	4%	4%	-5%	-6%	9%
ALDH1A1 inh	?	.	-6%	.	.	6%
L3MBTL1 block	-29%	.	.	.	.	-6%

13: CNC(=S)NNC(=O)c1noc(C)c1C(=O)N1CCN(C(c2ccccc2)c2ccccc2)CC1
14: COc1c(C)cccc1C(=O)NC(=S)Nc1cccc2nsnc12
15: O=C(N/N=C/c1cc(Br)c(Br)o1)c1ccc2c(c1)OCCO2
16: O=C(NCc1cccnc1)c1ccc(COc2ccccc2Br)o1
17: C/C(=N\N=C\c1ccccc1F)c1nnn(-c2nonc2N)c1C
18: Cc1cccc(-n2nc3c(c2NC(=O)CCC2CCCCC2)CS(=O)C3)c1C (centres undefined)

assay / entry	13	14	15	16	17	18
aGal spleen mod	2%	11%	-9%	2%	-4%	-6%
TR SRC2 fluor cs	-1%	0%	-16%	-2%	1%	-5%
Tau fluor counter	2%	-27%	?	-16%	-16%	4%
Tau ThT inhib	-3%	25µM*	?	-19%	?	2%
TRb SRC2 PPI	0%	3%	-3%	1%	-1%	0%
Tau FP inhib	10%	?	-12%	4%	?	-2%
ALDH1A1 inh	-1%	-13%	?	-5%	-5%	?
L3MBTL1 block	.	-9%	?	-8%	9%	3%

19: O=C(CSc1ncnc2c1oc1ccccc12)OCc1ccccc1
20: COc1ccc(C[C@H]2CN3C(=NC[C@H]3Cc3ccccc3)N2CCNC(=O)c2ccc(C)c(Br)c2)cc1
21: COc1ccc(CNc2nc(-c3cccnc3)nn2C(=O)c2cccs2)cc1
22: Cc1nnc(SCC(=O)NNC(=O)CC#N)[nH]c1=O
23: CCN(CC)CCC(=O)NC(C)(C)Cc1ccc(O)cc1
24: CCN(CC)C(=O)c1ccc(C(=O)c2ccccc2)cc1

assay / entry	19	20	21	22	23	24
aGal spleen mod	6%	0%	1%	-5%	-2%	-3%
TR SRC2 fluor cs	5%	0%	-5%	1%	2%	3%
Tau fluor counter	-24%	10%	?	1%	-8%	-4%
Tau ThT inhib	?	-17%	?	-9%	-15%	-8%
TRb SRC2 PPI	-1%	2%	-3%	5%	3%	-15%
Tau FP inhib	6%	1%	-10%	0%	0%	7%
ALDH1A1 inh	2%	.	?	-2%	15%	?
L3MBTL1 block	43%[activator]	.	-1%	19%	6%	.

25: COc1ccc(CNc2nc(SCC(=O)NCc3ccco3)nc3ccccc23)cc1
26: Cc1ccc(-n2nc(C)cc2NC(=O)CC#N)cc1
27: Cc1sc(NC(=O)c2ccco2)c(C(c2ccc(F)cc2)N2CCN(C)CC2)c1C (centres undefined)
28: CCOc1ccc(N2C(=O)Nc3ccccc3C2(O)C(=O)NCc2ccccc2)cc1 (centres undefined)
29: Cc1ccc(-n2c(COc3c(C)cccc3C)nnc2SCC(=O)Nc2nccs2)cc1
30: O=C(NCC1CCCO1)c1ccc(NC(=O)C2CCCCC2C(=O)O)cc1 (centres undefined)

assay / entry	25	26	27	28	29	30
aGal spleen mod	-4%	14%	0%	2%	5%	-1%
TR SRC2 fluor cs	-1%	-3%	-3%	0%	-5%	2%
Tau fluor counter	-14%	-5%	-22%	-5%	-5%	0%
Tau ThT inhib	-16%	-5%	?	-5%	-5%	1%
TRb SRC2 PPI	-2%	0%	-5%	6%	0%	-10%
Tau FP inhib	1%	-9%	?	4%	?	-2%
ALDH1A1 inh	?	7%	11%	?	3%	-2%
L3MBTL1 block	-8%	-7%	-17%	-23%	.	3%[11.4 µM]

# 8 of the compounds above, with two lines to a compound.
# Values in the order – aGal spleen mod, TR SRC2 fluor cs, Tau fluor counter, Tau ThT inhib, TRb SRC2 PPI, Tau FP inhib, ALDH1A1 inh, L3MBTL1 block
23) CCN(CC)CCC(=O)NC(C)(C)Cc1ccc(O)cc1
    -2%, 2%, -8%, -15%, 3%, 0%, 15%, 6%
24) CCN(CC)C(=O)c1ccc(C(=O)c2ccccc2)cc1
    -3%, 3%, -4%, -8%, -15%, 7%, ?, .
25) COc1ccc(CNc2nc(SCC(=O)NCc3ccco3)nc3ccccc23)cc1
    -4%, -1%, -14%, -16%, -2%, 1%, ?, -8%
26) Cc1ccc(-n2nc(C)cc2NC(=O)CC#N)cc1
    14%, -3%, -5%, -5%, 0%, -9%, 7%, -7%
27) Cc1sc(NC(=O)c2ccco2)c(C(c2ccc(F)cc2)N2CCN(C)CC2)c1C (centres undefined)
    0%, -3%, -22%, ?, -5%, ?, 11%, -17%
28) CCOc1ccc(N2C(=O)Nc3ccccc3C2(O)C(=O)NCc2ccccc2)cc1 (centres undefined)
    2%, 0%, -5%, -5%, 6%, 4%, ?, -23%
29) Cc1ccc(-n2c(COc3c(C)cccc3C)nnc2SCC(=O)Nc2nccs2)cc1
    5%, -5%, -5%, -5%, 0%, ?, 3%, .
30) O=C(NCC1CCCO1)c1ccc(NC(=O)C2CCCCC2C(=O)O)cc1 (centres undefined)
    -1%, 2%, 0%, 1%, -10%, -2%, -2%, 3%[11.4 µM]

# Further records
31: CC(C)C(=O)OCCN=C1NS(=O)(=O)c2ccccc21
32: COc1cc(C(=O)NCc2ccccc2)ccc1OC(F)F
33: CCCCNC(=O)OCCNC(=O)Oc1cccc(C)c1
34: COc1ccc(C2=NN(C)C(=NCc3ccccc3)SC2)cc1
35: CCOC(=O)c1c(CNCCN(CC)CC)n(C)c2cc(Br)c(OC)cc12
36: Cc1cc(C(=O)NNC(=S)NCc2ccco2)nn1C

assay / entry	31	32	33	34	35	36
aGal spleen mod	4%	-3%	10%	-11%	0%	-3%
TR SRC2 fluor cs	2%	-3%	1%	0%	-2%	-1%
Tau fluor counter	-3%	-6%	-4%	-22%	-9%	-1%
Tau ThT inhib	2%	-1%	-12%	?	?	-5%
TRb SRC2 PPI	2%	2%	2%	2%	-14%	-9%
Tau FP inhib	0%	1%	1%	-11%	2%	-1%
ALDH1A1 inh	-11%	-16%	-9%	-5%	-1%	5%
L3MBTL1 block	.	5%	-3%	12%	.	8%

37: CC(=O)NC(Nc1nc2c(s1)CCCC2)(C(F)(F)F)C(F)(F)F
38: N#C/C(=C\c1ccccc1)c1nc(-c2cc3cc(Br)ccc3oc2=O)cs1
39: CCOC(=O)c1c(C)n(C)c2ccc(OC(C)C(=O)OC)cc12 (centres undefined)
40: CCN(CC)C(=O)C(=O)N/N=C/c1ccc(F)cc1
41: CCOC(=O)C1=C(CN2CCN(c3ccc(Cl)cc3)CC2)NC(=O)NC1c1ccc(OC)cc1 (centres undefined)
42: NC(=O)COc1ccc(-c2noc(COc3ccc(Cl)cc3)n2)cc1

assay / entry	37	38	39	40	41	42
aGal spleen mod	-5%	.	0%	3%	.	.
TR SRC2 fluor cs	0%	-3%	1%	1%	-11%	1%
Tau fluor counter	2%	-13%	-11%	-9%	-6%	-7%
Tau ThT inhib	-18%	0%	-13%	-12%	-14%	?
TRb SRC2 PPI	2%	-3%	-2%	1%	1%	3%
Tau FP inhib	-7%	-4%	-1%	-2%	-3%	-16%
ALDH1A1 inh	-9%	.	6%	7%	.	.
L3MBTL1 block	4%	.	9%	12%	.	.

43: CC1(C)Cc2nc3n[nH]c(N)c3cc2CO1
44: CCOC(=O)c1cc(-c2ccc(N)cc2)sc1N
45: Nc1nc(N)c(N=Nc2ccc(SCC(=O)O)cc2)c(=O)[nH]1
46: CC(C)CN1C(=O)NC(NS(=O)(=O)c2ccc(N)cc2)(C(F)(F)F)C1=O (centres undefined)
47: CCCOc1ccc(-c2nc(C#N)c(N3CCN(CC)CC3)o2)cc1
48: O=c1c2cc3c(cc2nc2sc(Nc4ccc(F)cc4F)nn12)OCO3
49: COCCNC(=O)c1ccc(CN2CCOCC2)cc1
50: O=C(CN1C(=O)NC2(CCCCC2)C1=O)NC1CCCc2ccccc21 (centres undefined)

assay / entry	43	44	45	46	47	48	49	50
aGal spleen mod	-6%	4%	-24%	-1%	-3%	.	17%	1%
TR SRC2 fluor cs	-4%	-5%	-4%	-1%	-6%	-1%	0%	0%
Tau fluor counter	15%	?	-12%	-1%	-20%	-8%	-1%	-9%
Tau ThT inhib	3%	?	?	-8%	?	?	-6%	-2%
TRb SRC2 PPI	3%	-6%	-8%	0%	-5%	4%	-2%	-3%
Tau FP inhib	5%	8%	2%	-13%	8%	10%	4%	4%
ALDH1A1 inh	5%	28µM*	13%	12%	?	.	1%	-7%
L3MBTL1 block	-1%[11.4 µM]	-6%	0%	8%	-18%	.	-1%	10%
